High-throughput results (PubChem BioAssay)
aSyn rescue – rescues yeast growth from alpha-synuclein toxicity; AID 652106; actives 0.14% (n = 370,000); Potency, µM (series often up to 46.1 µM), for the others: at the highest dose growth rescue (activation), hits mostly activators; Yeast expressing alpha-synuclein, growth rescue, BacTiter-Glo, 24 h; further: potency means the concentration at half of the fitted maximal effect; % of control where 0% means no effect; nearly all actives have a fitted effect of over 65% in size
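Rescue of yeast growth: cells expressing toxic alpha-synuclein, induced in galactose at OD600 0.02, incubated with compound 24 h at 30 C. ATP luminescence quantified growth; inhibitors of toxicity appear as activators.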
TDP43 rescue – inhibitors of TDP-43 toxicity in yeast | TDP-43 expressing yeast growth rescue, BacTiter-Glo, 24 h | Potency, µM (titrated, usually from 46.1 µM), for the others: top-dose growth rescue (activation), hits mostly activators | actives 1.8% (n = 410,000) | AID 652104; further: potency means the concentration at half of the fitted maximal effect; % of control where 0% means no effect; nearly all actives have a fitted effect of over 50% in size
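Cell-based yeast growth screen: TDP-43 expression induced in galactose, inoculum OD600=0.02 after raffinose pregrowth to mid-log. Read-out BacTiter-Glo luminescence at 24 hr, 30 deg C; inhibition of toxicity seen as signal increase.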
DRD3 agonist – D3 dopamine receptor (human) agonism; max activation, %; D3R DiscoveRx beta-arrestin cells, luminescence, 90 min; actives 0.58% (n = 410,000); AID 652048; P35462; in the data active means max activation above about 30%; further: 0% is about no effect; mostly tested at two doses, the higher about 12 µM
Target sequence (P35462 whole entry, looked up): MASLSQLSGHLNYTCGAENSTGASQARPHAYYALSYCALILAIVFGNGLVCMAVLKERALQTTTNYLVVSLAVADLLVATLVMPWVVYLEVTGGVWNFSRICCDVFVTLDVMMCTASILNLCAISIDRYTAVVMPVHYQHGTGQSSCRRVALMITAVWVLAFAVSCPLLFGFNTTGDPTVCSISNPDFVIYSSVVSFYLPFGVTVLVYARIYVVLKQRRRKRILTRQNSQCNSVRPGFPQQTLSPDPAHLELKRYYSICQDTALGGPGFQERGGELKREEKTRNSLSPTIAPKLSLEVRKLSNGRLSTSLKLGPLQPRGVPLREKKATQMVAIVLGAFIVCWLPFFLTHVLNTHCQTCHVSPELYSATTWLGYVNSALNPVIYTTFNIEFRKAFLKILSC
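Agonist mode: compounds and dopamine controls were applied to plated cells for 90 min at 37 degrees C after an overnight attachment at 1500 cells/well. Luminescent read-out followed 30 - 60 minutes at room temperature with DiscoveRx detection reagent.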
D3 antag – blocks the human D3 dopamine receptor; max response, negative = inhibition, %; actives 2.5% (n = 360,000); P35462; D3R cells, DiscoveRx beta-arrestin luminescence, antagonist mode; active compounds read low; in the data active means max response below about -50%; inconclusive means no clear call, values can overlap the other calls; further: on the % scale 0 is the no-effect control and ±100 the full control effect; mostly tested at two doses, the higher about 12 µM
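Cells plated overnight at 1500 cells/well, then exposed to library compounds with dopamine controls for 90 minutes at 37 degrees C. DiscoveRx reagent added for 30–60 minutes at room temperature; luminescence read, quantitative HTS format.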
Abeta yeast res – restores growth of yeast expressing A-beta42 peptide. actives 0.063% (n = 410,000). Potency, µM (highest dose often 46.1 µM), inactives show top-dose growth rescue, actives largely listed as activators. yeast expressing A-beta42, growth rescue, OD600, 48 h; response scale: 0% DMSO, 100% iron-clioquinol control; further: potency means the concentration at half of the fitted maximal effect; nearly all actives have a fitted effect of over 55% in size
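Yeast growth medium received pinned compounds, then yeast cells expressing toxic A-beta were added; plates incubated at 30 C for 48 hr. Growth read as absorbance at 600 nm, normalized to DMSO and equimolar FeCl3 plus clioquinol controls.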
EPAC2 agonist – agonists of human EPAC2 (RAPGEF4). Q8WZA2. actives 0.079% (n = 360,000). Potency, µM (titrated, usually from 154 µM), inactives show top-dose activation, usual class: activators. EPAC2 activation, biochemical qHTS; response scale: 100% = 6.5 mM cAMP response; further: potency means the concentration at half of the fitted maximal effect; nearly all actives have a fitted effect of over 50% in size
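Fluorescence exchange assay: 100 nM EPAC2 with 250 nM RAP1B-BODIPY-GDP and 50 uM GDP; compounds tested as a concentration-titration series (qHTS). Loss of Rap1-bound BODIPY-GDP fluorescence read at 480/540 nm; data normalized to 6.5 mM cAMP.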
FUS yeast rescue – FUS proteinopathy suppression in yeast; S. cerevisiae FUS-expressing, growth rescue, OD600, 24 h; Potency, µM (series often up to 76.6 µM), inactives show at the highest dose growth rescue (activation), most hits filed as activators; actives 0.24% (n = 390,000); AID 1347120;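 further: potency means the concentration at half of the fitted maximal effect; plate controls were DMSO vehicle for no effect and reference control for full effect; nearly all actives have a fitted effect of over 55% in size; some results filed as inactive show a strong effect at the top dose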
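Cultures pregrown in 2.5% raffinose medium are shifted to minimal medium containing 2% galactose to express toxic FUS. Compounds are tested at several concentrations. After 24hr at 30C, growth is quantified at 600 nm absorbance.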
EPAC2 antag – blocks human EPAC2 exchange factor; EPAC2 GEF exchange of Rap1B-BODIPY-GDP, fluorescence; Potency, µM (doses to about 114 µM), without a hit: at the highest dose activity, negative = inhibition, most hits filed as inhibitors; actives 0.18% (n = 360,000); AID 720708; further: potency means the concentration at half of the fitted maximal effect; on the % scale 0 is the no-effect control and ±100 the full control effect; nearly all actives have a fitted effect of over 45% in size; many of its hits are not listed in these tables
* marks the source's active call; other numbers are inactive results; ? = inconclusive; nt = not tested or not shown; [ ] = dose if it differs, or a comment. Unless noted, the call rests on the fitted dose curve; in most records, active means well fitted curve in the direction sought with a large enough effect; inconclusive means small, poorly fitted or top-dose-only effect, or another doubt; inactive means no such curve, though single readings can be large; an effect the other way counts as inactive or inconclusive. This is a subset. The share of hits here may be higher or lower than overall.

1: C[C@H](CO)N1C[C@H](C)[C@@H](CN(C)S(=O)(=O)c2ccccc2)Oc2ccc(NC(=O)CCC(F)(F)F)cc2C1=O
2: CCOC(=O)C(NC(=O)Nc1ccc(C(N)=O)cc1)(c1ccccc1)C(F)(F)F (stereo not given)
3: Cc1ccc(N(C(=O)c2ccco2)C2C=CS(=O)(=O)C2)cc1 (stereo not given)
4: CC(=O)c1ccccc1NC(=O)COC(=O)CCCN1C(=O)c2cccc3cccc(c23)C1=O
5: C=CCc1cccc2cc(C(=O)Nc3ccc(NC(C)=O)cc3)c(=O)oc12
6: CCN1C(=O)[C@H]2[C@@H](c3ccccc3)N[C@]3(CCCN(Cc4ccccc4)C3=O)[C@H]2C1=O
Compound	1	2	3	4	5	6
aSyn rescue	-8%	-1%	-1%	6%	-6%	0%
TDP43 rescue	-7%	0%	-9%	-2%	13%	21%
DRD3 agonist	35*	5	-1	2	-7	6
D3 antag	4	5	-6	-18	-11	6
Abeta yeast res	-6%	12%	0%	?	-4%	-2%
EPAC2 agonist	-1%	-3%	14%	-10%	-4%	12%
FUS yeast rescue	30%	-11%	2%	-4%	5%	1%
EPAC2 antag	-5%	4%	2%	-10%	1%	-2%

7: CO/N=C(/CN1CCCCC1)c1ccc(Cl)cc1
8: c1ccc2c(C[C@@H]3CNCCN3CCC34CC5CC(CC(C5)C3)C4)cccc2c1
9: Cc1cc(Br)cc(Cl)c1OC(=O)c1cnccn1
10: COC1=CC(=O)c2nc(Cl)ccc2C1=O
11: CCN(CC)S(=O)(=O)c1ccc(NC(=O)Cn2ncc3c([nH]c4ccccc43)c2=O)cc1
12: O=C(CCc1nnc(-c2ccc3c(c2)OCO3)o1)NCCc1ccccc1F
Compound	7	8	9	10	11	12
aSyn rescue	1%	-12%	3%	?	nt	12%
TDP43 rescue	-3%	2%	7%	13µM*	0%	16%
DRD3 agonist	-6	0	-6	-12	5	0
D3 antag	3	12	5	-75*	nt	2
Abeta yeast res	-47%[inhibitor]	-10%	-70%[inhibitor]	-12%	-4%	5%
EPAC2 agonist	14%	1%	-4%	28%	nt	3%
FUS yeast rescue	-11%	-1%	-2%	-11%	?	8%
EPAC2 antag	-9%	10%	0%	?	nt	4%

13: C=CCn1c(SCC(=O)Nc2nnc(CC)s2)nnc1-c1ccncc1
14: CCCCNC(=O)c1ccc(NC(C)=O)c(Cl)c1
15: O=C(C[C@H]1C[C@H]2c3cc(NS(=O)(=O)c4ccc(F)cc4)ccc3O[C@H]2[C@H](CO)O1)NCc1cc(F)ccc1F
16: COc1cc(CC(=O)Nc2sc3c(c2C(N)=O)CCCC3)cc(OC)c1OC
17: COc1cc(OC)cc(C(=O)NCC(=O)N2CCCCC2)c1
18: CC(C)(O)C(=O)NN(C(=O)c1ccccc1)c1ccc2ccccc2c1
Compound	13	14	15	16	17	18
aSyn rescue	0%	-4%	-6%	3%	-8%	0%
TDP43 rescue	-18%[0.397 µM]	1%	0%	13%	-9%	1%
DRD3 agonist	-9	-4	5	3	-5	-9
D3 antag	5	-12	11	32	-29	-25
Abeta yeast res	-13%	-14%	11%	6%	-2%	2%
EPAC2 agonist	-8%	-1%	1%	-11%	-1%	3%
FUS yeast rescue	-1%	7%	16%	-10%	5%	-8%
EPAC2 antag	12%	0%	-3%	-13%	-1%	1%

Part of the list above, reformatted:
nr | structure | aSyn rescue | TDP43 rescue | DRD3 agonist | D3 antag | Abeta yeast res | EPAC2 agonist | FUS yeast rescue | EPAC2 antag
16 | COc1cc(CC(=O)Nc2sc3c(c2C(N)=O)CCCC3)cc(OC)c1OC | 3% | 13% | 3 | 32 | 6% | -11% | -10% | -13%
11 | CCN(CC)S(=O)(=O)c1ccc(NC(=O)Cn2ncc3c([nH]c4ccccc43)c2=O)cc1 | nt | 0% | 5 | nt | -4% | nt | ? | nt
10 | COC1=CC(=O)c2nc(Cl)ccc2C1=O | ? | 13µM* | -12 | -75* | -12% | 28% | -11% | ?
6 | CCN1C(=O)[C@H]2[C@@H](c3ccccc3)N[C@]3(CCCN(Cc4ccccc4)C3=O)[C@H]2C1=O | 0% | 21% | 6 | 6 | -2% | 12% | 1% | -2%
8 | c1ccc2c(C[C@@H]3CNCCN3CCC34CC5CC(CC(C5)C3)C4)cccc2c1 | -12% | 2% | 0 | 12 | -10% | 1% | -1% | 10%

Next part
19: COc1cccc(/C=C/C(=O)c2cccc([N+](=O)[O-])c2)c1OC
20: CC(NC(=O)CSc1nc2ccccc2c(=O)n1CCCO)c1ccccc1 (stereo not given)
21: Oc1ccc(-c2nc3ccc(Cl)cn3c2Nc2ccc3c(c2)OCO3)cc1
22: Cc1ccccc1NC(=O)COC(=O)CCC(=O)c1cccs1
23: COc1cccc(N2CCN(C(=O)CN(C)S(=O)(=O)c3ccc4c(c3)c(=O)n(C)c(=O)n4C)CC2)c1
24: COC(=O)[C@H](CCSC)NC(=O)Cn1cnc2c(SC)nc(N)nc21
Compound	19	20	21	22	23	24
aSyn rescue	-1%	7%	-1%	-3%	1%	0%
TDP43 rescue	11µM*	-15%	11%	-13%	-11%[0.397 µM]	-5%
DRD3 agonist	-10	21	7	-4	10	2
D3 antag	-10	-8	nt	1	20	1
Abeta yeast res	23%	-1%	-5%	-6%	-11%	-6%
EPAC2 agonist	20%	5%	nt	4%	1%	7%
FUS yeast rescue	4%	8%	-1%	-5%	26%	-23%
EPAC2 antag	-11%	17%	nt	8%	-2%	7%

25: CCOC(=O)C1CCN(c2ncnc3c2c(-c2ccccc2)cn3-c2ccccc2)CC1
26: CCn1c(=O)cc(OCC(=O)Nc2nc(C)cs2)c2ccccc21
27: O=C(NC(=S)Nc1ccccc1CO)C1CCCCC1
28: CC(C)CCNC(=O)CNC(=O)c1cccs1
29: O=C(CCl)NC(Cc1c[nH]c2ccc(OCc3ccccc3)cc12)C(=O)O (stereo not given)
30: Cc1noc(C)c1NC(=O)Nc1ccc2c(c1)CC(=O)N([C@@H](C)CO)C[C@@H](C)[C@@H](CN(C)C(=O)Nc1cccc3ccccc13)O2
Compound	25	26	27	28	29	30
aSyn rescue	2%	0%	3%	-5%	-11%	1%
TDP43 rescue	nt	19%	2%	-17%	23%	0%
DRD3 agonist	8	3	-1	-16	-2	3
D3 antag	76	19	9	3	4	-15
Abeta yeast res	7%	-5%	19%	-8%	5%	0%
EPAC2 agonist	8%	2%	3%	7%	4%	3%
FUS yeast rescue	12%	5%	-2%	-2%	5%	30%
EPAC2 antag	-7%	-7%	-2%	4%	2%	7%

31: CCCNC(=O)C1(C)CCCN(Cc2ccccc2C#N)C1 (stereo not given)
32: CCOc1ccccc1N(C)C(=O)C1CCCN(c2ncnc3onc(-c4ccc(F)cc4)c23)C1 (stereo not given)
33: C[C@H](NC(=O)c1ccc(Cl)c(S(=O)(=O)N2CCOCC2)c1)c1nc2ccccc2[nH]1
34: CCC(=O)N1CCCc2cc(S(=O)(=O)N3CCN(c4ccccc4F)CC3)ccc21
35: COC(=O)c1scc(C)c1-n1ccc(C(=O)C(=O)N(C)C)c1
36: Cc1cc(=O)[nH]c(SCc2ccc(Cl)cc2Cl)n1
Compound	31	32	33	34	35	36
aSyn rescue	-4%	nt	-2%	9%	0%	5%
TDP43 rescue	-10%	18%	-15%	29%	-10%	4%
DRD3 agonist	5	4	-6	12	1	6
D3 antag	-4	nt	-20	3	1	19
Abeta yeast res	-10%	5%	-24%	9%	9%	-11%
EPAC2 agonist	-9%	nt	4%	5%	5%	0%
FUS yeast rescue	-13%	-17%	4%	43%	-9%	-13%
EPAC2 antag	5%	nt	2%	2%	5%	4%

37: O=C(CCN1C(=O)C2C3C=CC(C4CC34)C2C1=O)Oc1cccc2cccnc12 (stereo not given)
38: O=P(O)(O)C(O)C(F)(F)C(F)(F)C(F)(F)C(F)F (stereo not given)
39: COc1ccccc1C=NNc1ccc([N+](=O)[O-])cn1
40: COc1ccc(NC(=O)COC(=O)Cn2cnc3ccccc3c2=O)cc1OC
41: Cc1sc(NC(=O)Cn2cnnn2)nc1-c1ccc(Cl)cc1
42: CCCc1c(C)c2cccc(C)c2[nH]c1=O
Compound	37	38	39	40	41	42
aSyn rescue	-74%[inhibitor]	4%	3%	-1%	0%	0%
TDP43 rescue	?	-3%	-4%	-9%	-1%	9%
DRD3 agonist	-52	0	0	8	-2	2
D3 antag	-68*	-11	23	5	-3	45
Abeta yeast res	-95%[inhibitor]	12%	-13%	11%	-11%	-8%
EPAC2 agonist	5%	9%	0%	7%	-3%	2%
FUS yeast rescue	30%	36%	-13%	0%	-14%	-5%
EPAC2 antag	17%	-11%	-3%	6%	-19%	-6%

43: O=C(NC1CCCCC1)C1c2ccccc2OCC(=O)N1Cc1ccco1 (stereo not given)
44: COC(=O)c1ccccc1C(=O)N(Cc1cccnc1)CC1CCCN(C2CCCCC2)C1 (stereo not given)
45: CCOc1ccc(CN2CCNC(=O)C2CC(=O)NC2CCOCC2)cc1 (stereo not given)
46: Cc1ccc(-c2onc(C)c2C)cc1S(=O)(=O)N1CCc2ccccc21
47: Cc1cc(C)c(C#N)c(N2CCN(c3ccccc3)CC2)n1
48: Cc1ccc(C2(c3ccccc3)NC(=O)N(CC(=O)NCc3ccccc3)C2=O)cc1C (stereo not given)
Compound	43	44	45	46	47	48
aSyn rescue	3%	-8%	-3%	nt	2%	7%
TDP43 rescue	?	-11%	16%	3%	?	-4%
DRD3 agonist	-6	-2	-8	14	2	-7
D3 antag	0	3	-17	nt	3	-22
Abeta yeast res	-10%	-12%	-4%	-5%	-37%[inhibitor]	3%
EPAC2 agonist	3%	-5%	1%	nt	18%	9%
FUS yeast rescue	-5%	15%	nt	37%	-3%	15%
EPAC2 antag	7%	3%	-1%	nt	-17%	-24%
